High-throughput results deposited in PubChem BioAssay by Broad Institute.
PGC1a acetyl inh: lowers PGC1a acetylation signal in U2OS cells; inhibition, % at 15.6 µM; 0.17% of 350,000 active; AlphaScreen anti-acetyl-lysine; with virally co-expressed GCN5 acetyltransferase;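 active means every replicate shows inhibition of at least 40%; inconclusive means mean inhibition at least 40% but some replicate below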;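 further: 0% = neutral control wells and 100% = positive control wells; some results beyond the cut were filed as inactive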
Cneo AK release: causes C. neoformans cell lysis | adenylate kinase release luminescence, 4 h; normalised: neutral wells 0, clomiphene wells 100 | lysis activity, % at 15 µM | 0.2% of 360,000 active;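 active means mean lysis activity across replicates of at least 80%, whatever share of replicates individually reach that level; inactive means mean lysis activity below 80%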
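Assay system: log-phase C. neoformans yeast / Quantity: yeast cell density of 5 × 10^6 cells/mL / Medium: fresh YPD growth medium / Compound: single dose / Timing: static 4 h at 37 °C with compound, 1 h detection / Measured by: adenylate kinase release luminescence / Read-out: lysis from increased AK signal / Benchmarks: Clomiphene as positive lysis control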
miR-122 sensor: blocks miR-122 activity in Huh7 sensor cells; Huh7 miR-122 Renilla luciferase sensor, 48 h; neutral wells = 0, positive control = 100; activation (reporter increase), % at 12.5 µM; 0.3% of 340,000 active; AID 602342;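 active means mean replicate activation score at least 90 and every replicate individually at or above 90; inconclusive means only one of the two criteria met; inactive means neither criterion met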;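 further: higher luciferase means less miR-122 activity so hits act as miR-122 inhibitors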
FN deposit inh: fibronectin deposition inhibition; AH1F fibroblasts, Alexa488-fibronectin deposition fluorescence, overnight; inhibition, % at 12.6 µM; 0.086% of 350,000 active;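 active means mean inhibition across replicates of 30% or more, regardless of how many single replicates reach that level; inconclusive means mean under 30% yet at least half of replicates reach 30%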;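 further: positive control wells lacked labelled fibronectin entirely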
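Material: AH1F fibroblasts assembling fluorescent fibronectin matrix; amount: 10000 AH1F cells/well; medium: DMEM, 2% serum; reagent: Alexa488-fibronectin, 24 nM final in well; dosing: single compound dose, delivered by pin transfer; incubation: 1 h adhesion, overnight exposure; detection: fluorescence after three HBSS washes, excitation 485 nm, emission 525 nm; measure: fibronectin deposition inhibition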
EWS-Fli block: blocks EWS/Fli oncoprotein-driven transcription; inhibition, % at 12.6 µM; A673 NR0B1-luciferase reporter, viability-normalised; 0.67% of 350,000 active;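 active means mean inhibition of at least 50% after viability correction, with every replicate also passing that limit; inconclusive means mean reaches 50% but only one of two replicates passes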;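 further: firefly luciferase signal divided by Alamar Blue viability fluorescence both relative to DMSO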
PAX8 reporter: PAX8 transcriptional activity inhibition | inhibition, % at 12.6 µM | RMG-I TPO-luciferase reporter, SteadyGlo, 24 h | 1.2% of 360,000 active | AID 652154;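 active means mean replicate inhibition at least 60% with every replicate also reaching 60%; inconclusive means only one of the two criteria is met; inactive means mean below 60% and not all replicates reaching 60%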;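 further: luciferase light reporting Pax8 driven TPO promoter activity; plate controls were median of neutral control wells for no effect and mitoxantrone controls for full effect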
CASP6 VEID inh: blocks human caspase-6 cleavage activity; P55212; purified caspase-6, Z-VEID-R110 cleavage fluorescence; inhibition, % at 12.5 µM; 0.53% of 350,000 active; AID 686996;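 active means mean inhibition across replicates at least about 35%, with every replicate also reaching that limit, limit read from the data; inconclusive means only one of the two criteria met; inactive means neither criterion met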;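 further: 0% = median of neutral control wells and 100% = no fluorescence left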
Target sequence (P55212 24-179 limits assumed): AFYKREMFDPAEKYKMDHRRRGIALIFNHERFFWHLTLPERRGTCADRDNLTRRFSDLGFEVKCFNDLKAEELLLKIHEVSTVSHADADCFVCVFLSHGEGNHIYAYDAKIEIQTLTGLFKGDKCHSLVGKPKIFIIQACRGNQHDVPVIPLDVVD
Target sequence (P55212 194-293 limits assumed): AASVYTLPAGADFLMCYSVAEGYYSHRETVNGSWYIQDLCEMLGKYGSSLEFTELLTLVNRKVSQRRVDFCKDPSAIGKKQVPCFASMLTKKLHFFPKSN
LGR2 antag: inhibitors of bursicon-induced Drosophila LGR2 receptor cAMP signaling; HEK293 LGR2, CRE-luciferase, bursicon-stimulated, 4 h; inhibition, % at 9.99 µM; 0.35% of 380,000 active;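 active means drop in luminescence signal, shown as inhibition above about 50% in the replicate tests, limit read from the data, passing the limit was not always enough; inconclusive means probably only some replicates passing the limit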;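 further: agonist challenge used bursicon conditioned medium at about half maximal strength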
Starred values were filed as active, the others as inactive; ? = inconclusive; · = no result given; & = joins results of further samples; [ ] = remark or other dose.

Molecule	PGC1a acetyl inh	Cneo AK release	miR-122 sensor	FN deposit inh	EWS-Fli block	PAX8 reporter	CASP6 VEID inh	LGR2 antag
COc1ccc(S(=O)(=O)N2CCC[C@H]2C(=O)N2CCC[C@H]2C(=O)NCc2ccccc2)cc1C	·	·	·	-7	10	-17	0	8
CCC(=O)N(C)C[C@H]1Oc2cc(-c3ccc(C#N)cc3)ccc2S(=O)(=O)N([C@H](C)CO)C[C@@H]1C	0	-1	9[16.7 µM]	6	-15	·	-1	14
O=C(c1cc(-c2ccncc2)nc2ccccc12)N1CCN(c2ccccc2O)CC1	·	0	·	9	22	12	0	-9
CO[C@H]1CN(C)C(=O)c2cc(NC(=O)C3CC3)ccc2OC[C@H](C)N(Cc2nccs2)C[C@@H]1C	7	55	·	-13	-2	-9	1	1
C[C@@H]1CN([C@@H](C)CO)C(=O)c2cc(C#Cc3cccnc3)cnc2O[C@H]1CN(C)Cc1cccnc1	9	36	4[16.7 µM]	8	0	·	-2	-1
COc1cccc(CN2CC3(CCN(CC4CCOCC4)CC3)c3c([nH]c4cc(OC)ccc34)[C@@H]2CO)c1	1	·	·	·	-3	-5	·	0
CCCN(C)C[C@H]1Oc2ncc(-c3ccccc3OC)cc2C(=O)N([C@H](C)CO)C[C@@H]1C	-3	1	-8[16.7 µM]	-6	4	·	0	0
COc1cc(/C=C2/C(=O)ON=C2c2ccccc2)ccc1O	·	5	-12	-2	12	-19	·	35
CCCn1c(SCC(=O)NCc2ccc(F)cc2)n[nH]c1=O	9	·	-1	-2	6	17	0	-24
NS(=O)(=O)c1ccc(CCNc2nc(C(F)(F)F)nc3ccccc23)cc1	3	3	-1	9	30	20	3	-26
O=C(CCC(=O)N1CCOc2ccc(Cl)cc21)NCCCN1CCN(Cc2ccccc2)CC1	-1	2	-2	6	6	-5	-10	5
CCS(=O)(=O)N1CCN(C2CCC(C)CC2)CC1 (configuration not stated)	-6	-1	4	·	·	·	·	8

Next entries follow:
Molecule	PGC1a acetyl inh	Cneo AK release	miR-122 sensor	FN deposit inh	EWS-Fli block	PAX8 reporter	CASP6 VEID inh	LGR2 antag
c1ccc(CCn2nnc3ccccc32)cc1	·	·	-1	-15	-76	-127	0	-73
CCCCN(CC)CCCNC(=S)Nc1ccc2nc(N3CCN(CC)CC3)cc(C)c2c1	-5	1	-3	11	5	-8	-80	14
COc1ccc(NC(=O)C2C3C=CC4(O3)C2C(=O)N(CCN2CCCCC2)C4C(=O)NC2CCCC(C)C2C)cc1 (configuration not stated)	·	0	4	5	5	-4	-2	-12
Cc1cc(OCC(=O)NC(C)(C)C)ccc1Cl	0	-3	-4	5	-40	-148	-2	-74
COc1ccc(CCNC(=O)c2c([S-])n(-c3ccc(C)cc3)c3cccc[n+]23)cc1	12	-4	44	17	-18	33	-1	-19
COc1ccccc1NC(=O)c1c(N=Cc2c(O)ccc3ccccc23)cnn1C	7	·	·	4	16	17	-1	2
O=C(C1CCC1)N1CC(=O)N2[C@H](CO)[C@H](c3ccc(C#CCc4ccccc4)cc3)[C@H]2C1	-19	·	·	-4	-5	83*	2	24
Cc1nn(C)cc1NC(=O)C[C@@H]1CC[C@H]2[C@H](COc3ccc(NC(=O)C4CCC4)cc3C(=O)N2C)O1	-2	·	5[16.7 µM]	2	-6	1	·	-8
CO[C@@H]1CN(C)C(=O)c2ccc(NC(C)=O)cc2OC[C@H](C)N(C(=O)C2CCCCC2)C[C@H]1C	·	0	-2[16.7 µM]	-18	5	-5	6	-2
O=C(Nc1cccc(NC(=O)c2ccc(Br)o2)c1)c1ccccc1	·	4	·	5	-14	-1	1	-2
Cc1cc(OCC(=O)N2CCC(C(N)=O)CC2)c2c(C)cc(=O)oc2c1	-7	-3	-3	·	3	·	-3	·
O=C(NC[C@@H]1[C@@H](c2ccccc2)[C@H](CO)N1C(=O)Cc1cccnc1)C1CC1	4	-6	14[16.7 µM]	-7	2	-2	-2	-11

(more compounds)
Molecule	PGC1a acetyl inh	Cneo AK release	miR-122 sensor	FN deposit inh	EWS-Fli block	PAX8 reporter	CASP6 VEID inh	LGR2 antag
CCC1CN(C(=O)Nc2cccc(C)c2)c2cc(C)ccc2O1 (configuration not stated)	11	·	2	-6	11	-19	1	-4
O=C(C[C@@H]1CC[C@@H]2[C@H](COC[C@@H](O)CN2Cc2cccc(C(F)(F)F)c2)O1)NCCc1ccncc1	-12	2	-7[16.7 µM]	-17	0	16	-4	-4
CCCCN1CC(COc2ccccc2)Oc2cccc(F)c2S1(=O)=O (configuration not stated)	3	18	11	7	-6	-6	-3	10
O=C(Nc1ccc2c(c1)[C@H]1C[C@H](CC(=O)N3CCOCC3)O[C@H](CO)[C@H]1O2)NC1CCCCC1	2	-3	1[16.7 µM]	2	6	-12	-2	-3
CCOC(=O)/C(C#N)=C/c1cc2ccc(C)cc2nc1Cl	·	·	·	-4	-15	-11	2	·
C[C@H](CO)N1C[C@H](C)[C@H](CN(C)S(=O)(=O)c2ccc(Cl)cc2)Oc2ccc(NC(=O)Cc3ccccc3)cc2CC1=O	-2	-4	-5[16.7 µM]	1	2	10	2	-5
COc1cc(/C=C2\SC(=S)N(Nc3ncc(C(F)(F)F)cc3Cl)C2=O)cc(OC)c1OC	4	0	-2	3	·	·	·	-8
Cc1[nH][nH]c(=O)c1N=Nc1ccc(F)cc1	8	3	-4	3	-8	-22	0	-2
CC(=O)Nc1cccc(OCCCNS(=O)(=O)c2ccc(C#N)cc2)c1	·	1	-3	·	4	-2	-2	-2
CC(C)C(=O)n1nc(-c2cccnc2)nc1NCc1cccs1	·	0	-4	7	0	-8	0	-1
O=C(CNS(=O)(=O)c1ccc2c(c1)OCCCO2)N1CCN(c2ccc(F)cc2)CC1	-23	2	·	6	3	17	-1	-16
CCOc1cc(Br)cc(/C=N/NC(=O)c2cccnc2)c1O	·	-2	-12	9	3	32	-1	24

Single records, from the list above.
Shown for CCOC(=O)/C(C#N)=C/c1cc2ccc(C)cc2nc1Cl → PGC1a acetyl inh = ·; Cneo AK release = ·; miR-122 sensor = ·; FN deposit inh = -4; EWS-Fli block = -15; PAX8 reporter = -11; CASP6 VEID inh = 2; LGR2 antag = ·
Shown for C[C@H](CO)N1C[C@H](C)[C@H](CN(C)S(=O)(=O)c2ccc(Cl)cc2)Oc2ccc(NC(=O)Cc3ccccc3)cc2CC1=O → PGC1a acetyl inh = -2; Cneo AK release = -4; miR-122 sensor = -5[16.7 µM]; FN deposit inh = 1; EWS-Fli block = 2; PAX8 reporter = 10; CASP6 VEID inh = 2; LGR2 antag = -5
Shown for Cc1[nH][nH]c(=O)c1N=Nc1ccc(F)cc1 → PGC1a acetyl inh = 8; Cneo AK release = 3; miR-122 sensor = -4; FN deposit inh = 3; EWS-Fli block = -8; PAX8 reporter = -22; CASP6 VEID inh = 0; LGR2 antag = -2

More records
Molecule	PGC1a acetyl inh	Cneo AK release	miR-122 sensor	FN deposit inh	EWS-Fli block	PAX8 reporter	CASP6 VEID inh	LGR2 antag
Cc1nc(CSc2n[nH]c(=O)n2-c2ccccc2)cs1	-2	4	·	-3	9	-4	1	6
Cc1cc(OCC(=O)Nc2ccc(S(=O)(=O)N3CCN(C)CC3)cc2)ccc1Cl	5	1	-3	-1	·	·	·	·
COc1cccc(/C=N/NC(=O)CNC(=O)c2cccnc2)c1O	·	0	-6	0	7	-2	-2	20
Cc1nc(SCC(=O)NC2CCCC2)[nH]c(=O)c1C	?	-2	-4	-3	2	0	3	6
O=c1c(Cc2c(F)cccc2Cl)c(O)ccn1Cc1ccc(F)cc1	-2	·	3	-3	1	-7	-2	-3
CCc1nnc(NC(=S)Nc2ccccc2)s1	·	·	·	-2	7	-89	-3	-27
OC[C@@H]1[C@H](c2ccc(-c3cccc(F)c3)cc2)[C@@H]2CN(Cc3cncnc3)CCCCN12	0	-1	8[16.7 µM]	8	-13	-12	0	-35
COc1ccc(NC(=O)c2cc(S(=O)(=O)N3CCCC3)c[nH]2)cc1	2	-1	25	-3	6	-2	1	11
COc1ccc(C(=O)N2CCC(C)(C(=O)O)C2)cc1OC (configuration not stated)	0	5	1	·	2	14	-1	13
O=C(/C=C/c1cccs1)N1CCCCC1	-2	2	0	1	-44	-42	0	-16
CC(=O)N1CCN(c2ccccc2NC(=O)c2cccc3c(Cl)cccc23)CC1	9	1	·	-6	-21	-11	4	-12
C[C@@H]1CCCCO[C@@H](CN(C)C(=O)NC2CCCCC2)[C@@H](C)CN([C@H](C)CO)C(=O)c2cc(N(C)C)ccc2O1	8&8	-1&0	6&-4[16.7 µM]	-6	8&-3	-14&-9&-5	3&2&4	-16&-2

Of the compounds above, these have bromine.
Molecule	PGC1a acetyl inh	Cneo AK release	miR-122 sensor	FN deposit inh	EWS-Fli block	PAX8 reporter	CASP6 VEID inh	LGR2 antag
O=C(Nc1cccc(NC(=O)c2ccc(Br)o2)c1)c1ccccc1	·	4	·	5	-14	-1	1	-2
CCOc1cc(Br)cc(/C=N/NC(=O)c2cccnc2)c1O	·	-2	-12	9	3	32	-1	24

More compounds follow.
Molecule	PGC1a acetyl inh	Cneo AK release	miR-122 sensor	FN deposit inh	EWS-Fli block	PAX8 reporter	CASP6 VEID inh	LGR2 antag
Cc1cc(C)cc(NC(=O)CSc2ccc(-c3ccco3)nn2)c1	·	3	-18	3	·	0	·	-1
CCCNC(=O)C[C@@H]1CC[C@H]2[C@@H](COC[C@@H](O)CN2Cc2cccc(F)c2)O1	11	6	-3[16.7 µM]	1	1	-10	1	-1
COC(=O)Nc1ccc2ncn(C)c(=O)c2c1	10	2	6	-4	1	0	22	-3
CCn1c(=O)cc(SCC(=O)NCc2ccccn2)c2ccccc21	0	-1	4	11	·	·	·	-18
CC(=O)N1c2ccc(S(=O)(=O)NCCC(=O)N(C)Cc3ccccc3)cc2CC1C (configuration not stated)	5	0	10	7	-1	-4	1	10
CCC(C)N1C(=O)S/C(=C/c2ccc(N3CCOCC3)cc2C)C1=O (configuration not stated)	·	·	·	2	-1	-56	-7	-69
Nc1ncnc(SCc2c(F)cccc2Cl)n1	2	-1	-1	-4	0	-11	-1	3
COc1ccccc1N1CCN(c2nc(-c3ccccc3)cc(C(F)(F)F)n2)CC1	-2	3	-1	1	·	3	·	·
